PAFAH1B2 FP inh: inhibitors of human PAFAH1B2; P68402; recombinant PAFAH1B2, FP-rhodamine activity probe, fluorescence polarization; inhibition, % at 3.39 µM; actives 1.2% (n = 340,000); AID 492953;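 active means inhibition above the mean of all tested compounds plus 3 SD, cut at about 24% in these data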;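 further: 0% = enzyme with DMSO and 100% = wells lacking PAFAH1B2; many of its hits are not listed in these tables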
PAFAH1B3 FP inh: blocks human PAF acetylhydrolase 1B catalytic subunit 3; inhibition, % at 3.39 µM; AID 492972; Q15102; actives 0.28% (n = 340,000); recombinant PAFAH1B3, FP-rhodamine probe, fluorescence polarization;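 active means inhibition above the screen-wide average of all tested compounds plus 3 SD, cut at about 25% in these data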;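 further: 0% = enzyme with DMSO only and 100% = wells lacking PAFAH1B3 protein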
Target sequence (Q15102 whole entry, looked up): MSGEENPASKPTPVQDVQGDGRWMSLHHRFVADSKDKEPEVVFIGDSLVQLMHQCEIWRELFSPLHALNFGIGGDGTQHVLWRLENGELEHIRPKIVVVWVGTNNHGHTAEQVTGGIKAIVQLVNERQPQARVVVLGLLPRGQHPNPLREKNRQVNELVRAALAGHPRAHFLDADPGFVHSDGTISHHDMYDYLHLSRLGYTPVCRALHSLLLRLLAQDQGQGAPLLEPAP
ZTA DNA inh: counter-screen for EBNA-1 inhibitors: inhibitors of Epstein-Barr virus ZTA. actives 0.15% (n = 320,000). inhibition, % at 11 µM. P03206. ZTA-DNA binding, fluorescence polarization. AID 2234; in the data active means inhibition above about 33%
PAFAH2 inh: PAFAH2 (human) inhibition; Q99487; recombinant PAFAH2, FP-rhodamine activity probe, fluorescence polarization; inhibition, % at 3.39 µM; actives 0.99% (n = 340,000); AID 492956;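 active means inhibition above the mean over all tested compounds plus 3 SD, cut at about 30% in these data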;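 further: inhibitors block probe labeling of enzyme so polarization drops; 0% = enzyme with DMSO and 100% = wells lacking PAFAH2 protein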
pPAFAH inh: inhibitors of human plasma PAF acetylhydrolase (pPAFAH) | inhibition, % at 3.39 µM | recombinant pPAFAH, FP-rhodamine probe fluorescence polarization | actives 1.5% (n = 330,000);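 active means inhibition above the mean inhibition across the screen plus 3 SD, cut at about 25% in these data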;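 further: inhibitors block binding of the rhodamine activity-based probe so polarization drops; 0% = enzyme with DMSO and 100% = wells lacking pPAFAH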
LYPLA2 inh: counter-screen for PME1 inhibitors: inhibitors of human LYPLA2; O95372; recombinant LYPLA2, FP-Rh probe fluorescence polarization; inhibition, % at 5.9 µM; actives 0.38% (n = 320,000);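 active means inhibition above the screen-wide mean plus 3 SD, limit set per campaign, cut at about 26% in these data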;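 further: 0% = LYPLA2 with DMSO and 100% = wells lacking LYPLA2 enzyme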
PREPL inhibitor: inhibits the human prolyl oligopeptidase-like enzyme; Q4J6C6; recombinant PREPL, fluorescence polarization activity-based probe; inhibition, % at 5.96 µM; actives 0.68% (n = 320,000); AID 2751; in the data active means inhibition above about 43%;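 further: 0% = enzyme with DMSO and 100% = wells lacking enzyme; many of its hits are not listed in these tables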
Target sequence (Q4J6C6 whole entry, looked up): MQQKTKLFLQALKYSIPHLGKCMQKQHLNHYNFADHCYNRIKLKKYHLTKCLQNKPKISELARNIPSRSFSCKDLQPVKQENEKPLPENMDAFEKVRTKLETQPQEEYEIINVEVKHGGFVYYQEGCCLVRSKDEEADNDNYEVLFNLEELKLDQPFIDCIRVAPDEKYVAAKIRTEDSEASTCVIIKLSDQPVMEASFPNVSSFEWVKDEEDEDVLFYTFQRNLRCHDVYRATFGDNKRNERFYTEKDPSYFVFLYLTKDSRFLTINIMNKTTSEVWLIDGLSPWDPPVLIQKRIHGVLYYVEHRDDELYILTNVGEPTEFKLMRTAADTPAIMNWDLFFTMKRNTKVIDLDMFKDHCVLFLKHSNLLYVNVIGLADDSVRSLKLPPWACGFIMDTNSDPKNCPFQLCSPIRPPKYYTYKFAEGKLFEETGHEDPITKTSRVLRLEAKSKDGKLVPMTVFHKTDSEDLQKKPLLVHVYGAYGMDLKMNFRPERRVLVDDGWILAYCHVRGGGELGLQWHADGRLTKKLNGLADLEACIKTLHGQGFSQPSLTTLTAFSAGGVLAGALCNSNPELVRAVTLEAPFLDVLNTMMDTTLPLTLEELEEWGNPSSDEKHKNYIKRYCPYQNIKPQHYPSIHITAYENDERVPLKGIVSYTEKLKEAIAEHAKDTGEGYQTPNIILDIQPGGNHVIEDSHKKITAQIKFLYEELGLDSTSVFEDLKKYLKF
LYPLA1 counter: counter-screen for PME1 inhibitors: inhibitors of human LYPLA1; inhibition, % at 5.9 µM; recombinant LYPLA1, FP-Rh probe fluorescence polarization; actives 0.16% (n = 320,000); O75608;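 active means inhibition above the mean of all tested compounds plus 3 SD, set per campaign, cut at about 14% in these data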;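 further: inhibitors block serine hydrolase probe labeling of LYPLA1 so polarization falls; 0% = enzyme with DMSO and 100% = wells lacking LYPLA1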
EBNA-1 inhibitor: blocks EBNA-1 binding to DNA; actives 0.34% (n = 300,000); inhibition, % at 14.8 µM; EBNA-1 DNA binding, fluorescence polarization; AID 1950; in the data active means inhibition above about 28%
* = called active by the depositor; x = not tested or not shown. Some of the compounds tested, so the mix of outcomes need not match the whole.

Below each compound – PAFAH1B2 FP inh, PAFAH1B3 FP inh, ZTA DNA inh, PAFAH2 inh, pPAFAH inh, LYPLA2 inh, PREPL inhibitor, LYPLA1 counter, EBNA-1 inhibitor
- O=C(OCc1ccc(COC(=O)c2ccc(O)cc2)cc1)c1ccc(O)cc1
 : -4.1, -6.1, -2.8, 3.8, -7.2, -12.7, -13.9, -13.2, -23.6
- C/C(=N/NC(=O)CNC(=O)Cc1ccc(Cl)cc1)c1ccco1
 : x, x, -7.3, x, -6.8, 0.9, -2.4, -2.1, -9.7
- CN(C(=O)COC(=O)CN1C(=O)c2cccc([N+](=O)[O-])c2C1=O)c1ccccc1
 : 5.3, 2.4, 4.9, -3.3, 0.3, 4.2, 8.7, -1.2, x
- CCc1ccc(NC(=O)CN(c2cc(C)cc(C)c2)S(=O)(=O)c2c(C)[nH]c(=O)[nH]c2=O)cc1
 : 1.6, 5.0, 6.4, 4.0, 13.6, -5.5, 6.5, -0.2, 12.5
- O=C(C1=NN(c2ccccc2)C2C(=O)N(c3ccc(Cl)cc3)C(=O)C12)c1ccccc1 (stereo unspecified)
 : 1.2, -2.2, -8.8, -10.4, -9.7, -12.9, 11.3, -6.0, -3.9
- Cc1ccc(/C=C2\SC(N3CCCCC3)=NC2=O)cc1
 : 1.6, 11.0, 3.0, 4.4, 5.5, -2.7, 10.9, -1.8, 5.5
- Cc1c(Cl)cccc1NC(=O)NCc1ccc(C)n1C
 : 6.2, 4.0, -12.3, 4.1, 2.2, -4.8, 8.5, 1.2, 9.5
- CS(=O)(=O)c1ccc(N2CCN(c3ccccn3)CC2)c([N+](=O)[O-])c1
 : -1.0, 1.1, 1.6, 1.2, 7.5, 6.4, 6.7, 1.8, 6.4
- CCCc1nc(-c2ccccc2)c(-c2ccc(OC)c(OC)c2)c(=O)[nH]1
 : 5.6, 11.1, 12.2, 3.9, -0.1, -5.9, 1.6, -1.6, 8.1
- O=C(Cn1c(SCC(=O)N2CCCc3ccccc32)nc2ccccc21)N1CCCC1
 : 4.9, -1.4, -8.9, 2.4, -2.6, -3.2, 11.7, -4.1, 9.8
- Cc1nn(-c2ccccc2)c(C)c1C(=O)OCC(=O)Nc1ccccc1F
 : -1.3, 1.7, 5.0, 4.3, -1.8, 0.7, -3.7, -2.8, x
- Cc1ccccc1C(=O)NN1CCOCC1
 : 2.1, -3.9, -23.5, 8.6, 1.5, 8.2, 6.3, 3.9, 7.9
- COC(=O)C1=C(C)N(C)C(C)=C(C(=O)OC)C1c1ccc(C(=O)OC)cc1
 : 1.0, 5.4, -8.9, 0.6, 9.8, 7.2, 10.6, -0.3, -3.4
- O=C(Cc1ccccc1)Nc1ccc2[nH]ncc2c1
 : -0.3, 3.4, 11.3, -2.7, -2.7, -0.9, -0.4, 0.2, -6.9
- CCOc1ccc(-n2nc3c(=O)n(CCN4CCCCC4)nc(C)c3c2C)cc1
 : 2.8, 3.2, 1.1, -4.2, 2.6, 1.6, 27.5, 0.3, 1.6
- Cc1ccc2nc(-c3ccc(NC(=O)CSc4ccccc4)cc3)[nH]c2c1
 : -3.6, 2.5, 12.5, -9.8, 0.2, -8.8, 4.5, -5.3, 19.4
- Cc1noc(NS(=O)(=O)c2ccc(NC(=O)CCC3CCCC3)cc2)c1C
 : 12.2, 8.5, 2.4, 1.8, 5.9, -0.9, 12.9, 1.6, 0.6
- NNC(=O)c1ccc(COc2ccc3c(c2)CCC3)o1
 : 4.2, 11.4, 5.7, -0.4, -0.4, -11.6, 1.4, -7.9, -5.4
- Cc1cc(C)n(CC(=O)N/N=C/c2ccco2)n1
 : 8.6, 3.4, -10.1, -6.6, -3.0, 6.2, 3.6, 2.0, 8.9
- COc1ccc(-c2cn[nH]c2N)cc1OC
 : 1.2, 4.5, -7.7, -6.7, 0.0, 0.7, 6.9, 0.8, -11.6
- Cc1ccc2nc(-c3cccc(SC4CCCCC4)c3)c(NCc3ccccc3)n2c1
 : 0.9, -4.3, x, 4.3, 9.4, x, 14.7, x, x
- N#CC(C#N)=C(Nc1ccccc1)c1ccccc1
 : 2.0, 1.9, -12.2, -6.1, 7.7, 8.7, -1.6, 1.4, 12.7
- Cc1cccc(N(CC(=O)NC2CCCC2)C(=O)c2c(C)noc2C)c1
 : -2.5, 3.5, -4.9, -5.1, 3.3, -1.9, -2.4, -0.5, 9.3
- COc1ccc(OC)c(N2Cc3ccccc3C2)c1
 : 4.2, 10.0, 12.5, 9.3, 13.1, -0.7, 2.5, 1.5, 5.7
- CCOc1ccc(Nc2ncnc3c2nnn3Cc2ccccc2)cc1
 : 1.5, 5.0, -2.3, 2.2, 2.6, 7.1, 16.1, -0.4, 36.2*
- CCOc1ccc(NC(=O)c2ccc(CC)s2)c([N+](=O)[O-])c1
 : -1.5, 1.7, 11.3, -6.5, -2.6, -7.9, 1.1, -2.5, -3.7
- COc1ccc(NC(=O)c2ccccc2N(Cc2ccccc2)S(C)(=O)=O)cc1OC
 : -0.2, 6.1, 4.1, -7.5, -0.6, -2.3, 0.5, -3.6, -7.1
- CN(C)c1cccc(-c2nnc(SCCCC#N)o2)c1
 : 2.3, 0.6, -6.5, 4.7, -0.1, 2.5, -3.8, 1.4, 3.7
- O=C(N/N=C/c1cc([N+](=O)[O-])ccc1O)c1cccc2cc[nH]c12
 : -3.3, -9.0, -4.1, 24.3, 60.8*, -1.3, 12.9, -2.5, 1.6
- O=C(CSc1nc2ccccc2s1)NC(=O)NCc1ccco1
 : -45.5, 0.0, 8.2, 1.8, 18.2, 2.4, -19.1, -1.7, -8.0
- Cc1ccc(NC(=O)COC(=O)C2CC2)cc1Cl
 : 1.9, -1.4, 14.2, 78.6*, 10.5, 0.8, 3.6, 0.8, x
- Cc1ccc(C2=NS(=O)(=O)N(C)C(C(=O)Nc3cc(C)n(CC(=O)N4CCC(C)CC4)n3)=C2)cc1
 : 4.9, 3.0, 3.6, 1.3, 1.2, -0.8, 5.8, 1.1, 0.0
- O=C(O)c1ccc(/C=N/Nc2nc3ccccc3[nH]2)cc1
 : 6.2, 8.0, 5.5, -3.8, -3.6, -5.4, 9.1, 2.7, -5.7
- Cc1ccc(C)c(CSC2=NCCN2S(=O)(=O)c2ccccc2)c1
 : 2.8, 3.7, -12.4, 2.2, 7.4, 1.0, 11.5, -3.3, 7.6
- COc1ccc(OCCC(=O)OCC(=O)Nc2ccc(Br)cc2)cc1
 : 6.4, 9.2, 1.2, -6.1, 11.9, -4.6, -14.1, -2.1, 3.4
- CC(C)N(Cc1ccccc1)C(=O)C1CCCN(c2ncnc3c2nc2n3CCCCC2)C1 (stereo unspecified)
 : 8.1, -8.4, -8.1, -0.5, 2.2, 9.6, -0.3, 0.5, 4.9
- COCCNc1nc(SC)nc2sc3c(c12)CCN(C)C3
 : 1.8, 10.4, -3.3, -3.1, 2.4, -3.9, 0.1, -2.0, -8.9
- O=C(Cn1ccc([N+](=O)[O-])n1)Nc1ccccn1
 : 1.0, 6.0, 3.4, 1.9, 0.0, 5.0, 5.0, 3.7, -2.7
- c1coc(CNC2CCCCCCC2)c1
 : 1.6, -6.6, 6.8, 2.5, 3.7, -1.1, 1.7, -1.9, 3.5
- CC(=O)c1ccc(OCC(=O)OCc2cc(-c3ccco3)on2)cc1
 : -9.9, -3.0, -19.6, 6.4, 12.6, -0.7, -3.8, -1.0, x
- COc1ccc(F)cc1S(=O)(=O)N1CCC2(CC1)OCCN2S(=O)(=O)c1cccs1
 : 2.2, -1.3, 15.4, 5.7, 1.3, -1.1, 11.6, 0.8, 6.7
- Cc1cc(C)c(S(=O)(=O)O)c(C)n1
 : 1.9, 7.1, -18.7, -5.9, -6.1, -3.0, 5.3, -3.2, -0.7
- CCC1(c2ccc(F)cc2)NC(=O)N(CC(=O)N2c3ccccc3NC(=O)C2(C)C)C1=O (stereo unspecified)
 : 2.3, 4.2, 2.8, 2.0, 0.8, -1.0, -23.2, -0.4, -3.9
- O=C(CN1C(=O)CCC1=O)Nc1nc2c(F)cc(F)cc2s1
 : 3.3, 17.8, -5.0, 2.7, 1.7, 1.5, 6.3, -0.4, 3.2
- O=C(CN1C(=O)c2cccc3cccc(c23)C1=O)N1CCN(c2ccccn2)CC1
 : 7.6, 6.1, -1.8, 2.1, 1.4, -5.4, 6.4, -4.7, 14.9
- CSCCC(NC(=O)c1cc(CC(C)C)oc1C)C(=O)O (stereo unspecified)
 : 7.1, 3.8, 20.4, -2.0, 1.9, 0.6, 0.6, 2.7, 3.4
- CCN1CC(CN(C)Cc2nc(-c3ccc(C(F)(F)F)cc3)no2)CC1=O (stereo unspecified)
 : 1.2, -0.9, -11.3, -11.0, 9.0, 0.4, 4.4, -3.0, 7.8
- Cc1ccc(C(=O)Nc2cc(C)c(OCC(=O)N3CCOCC3)c(C)c2)cc1
 : 1.7, -3.9, 9.2, 4.6, -1.9, 4.6, 22.4, 2.6, 5.9
- O=C(CN1CCC(NC(=O)Nc2ccccc2)CC1)Nc1ccccc1F
 : 1.9, 8.6, -7.3, -1.9, -2.2, 1.9, -2.4, 0.5, -13.0
- Cc1cccc(C)c1OCC(=O)NCC1COc2ccccc2O1 (stereo unspecified)
 : 6.8, 3.1, -7.5, -0.2, -1.8, -1.3, -40.0, -4.2, x
- O=C(Nc1ccc(C(F)(F)F)cc1)c1cc(-c2cccnc2)nc2ccc(Br)cc12
 : -6.3, -3.6, -2.7, -14.0, 0.1, -4.4, 4.9, -5.7, -5.5
- CCCCNC(=O)CSc1nc(Cc2ccccc2)nc2ccccc12
 : 5.7, 10.7, -8.2, 1.3, -1.6, 0.3, -3.3, -0.6, 3.3
- COc1ccc(OCC(=O)Nc2ccncc2)cc1
 : -1.6, 5.2, 24.5, 3.8, 4.2, 0.1, -1.4, 2.2, 2.6
- CCOc1ccc(C(C)C)cc1S(=O)(=O)N1CCOCC1
 : 1.2, 3.4, -11.5, -4.9, 3.8, 0.9, -0.9, 0.6, 1.3
- Cc1cc(OCC(=O)c2ccc(C(F)(F)F)cc2)n2cnnc2n1
 : 1.4, 4.7, 9.6, 8.5, 4.5, -1.7, -3.5, -1.1, -2.0
- OC[C@@H]1[C@@H](c2ccc(Cl)cc2)C(c2ccccc2)=NN1c1ccccc1
 : 2.7, 8.7, x, 5.5, 6.1, x, x, x, x

An excerpt of these results, as labelled records.
O=C(OCc1ccc(COC(=O)c2ccc(O)cc2)cc1)c1ccc(O)cc1
  PAFAH1B2 FP inh: -4.1
  PAFAH1B3 FP inh: -6.1
  ZTA DNA inh: -2.8
  PAFAH2 inh: 3.8
  pPAFAH inh: -7.2
  LYPLA2 inh: -12.7
  PREPL inhibitor: -13.9
  LYPLA1 counter: -13.2
  EBNA-1 inhibitor: -23.6
C/C(=N/NC(=O)CNC(=O)Cc1ccc(Cl)cc1)c1ccco1
  PAFAH1B2 FP inh: x
  PAFAH1B3 FP inh: x
  ZTA DNA inh: -7.3
  PAFAH2 inh: x
  pPAFAH inh: -6.8
  LYPLA2 inh: 0.9
  PREPL inhibitor: -2.4
  LYPLA1 counter: -2.1
  EBNA-1 inhibitor: -9.7
